Bioassay records deposited in PubChem by several laboratories.
AGP1-GFP MLPCN = yeast TOR pathway AGP1-GFP modulation | 320,000 tested, 0.02% active | S. cerevisiae AGP1-GFP multiplex flow cytometry, 3 h; GFP as percent of DMSO wells | GFP response vs DMSO, % at 10 µM | AID 2066;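 active means GFP response relative to DMSO above a set limit, near screen average plus 3 SD, cut at about 150% in these data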;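 further: median GFP channel fluorescence of the gated AGP1 strain per well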
CIT2-GFP yeast = modulators of TOR pathway CIT2-GFP in S. cerevisiae; GFP response vs DMSO, % at 10 µM; 320,000 tested, 0.065% active; S. cerevisiae CIT2-GFP strain, flow cytometry, 3 h; 100 means same as DMSO wells; AID 2029;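 active means GFP response relative to DMSO above a set limit, near the screen mean plus 3 SD, cut at about 150% in these data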;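 further: ratio of well median GFP fluorescence to mean of DMSO wells on the plate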
VLA-4 inh = inhibition in a human VLA-4 binding assay; P13612; VLA-4 expressing cells, ligand binding flow cytometry; inhibition, % (about 7 µM as worked out from the volumes in the protocol); 330,000 tested, 0.2% active; in the data active means inhibition above about 50%
MCL1 BIM primary = MCL1-BIM-BH3 interaction inhibition (human); AID 2057; inhibition, % at 10.9 µM; GST-MCL1 / FITC-Bim-BH3 fluorescence polarization; Q07820; 320,000 tested, 0.68% active;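 active means inhibition above the mean inhibition of all tested compounds plus 3 SD, set per campaign, cut at about 40% in these data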;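 further: 0% = DMSO wells and 100% = unlabeled Bim-BH3 peptide control; higher means more loss of mP so more displacement of Bim peptide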
Bcl-xL primary = inhibitors of human Bcl-xL; GST-Bcl-xL / FITC-Bim BH3 peptide fluorescence polarization; inhibition, % at 10.9 µM; 320,000 tested, 0.7% active; AID 2129;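 active means inhibition above the mean of all tested compounds plus 3 SD, cutoff set per campaign, cut at about 30% in these data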;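 further: 0% = DMSO wells and 100% = unlabeled Bim-BH3 peptide competitor; inhibitors lower millipolarization by displacing the labeled peptide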
Yeast superoxide = caloric restriction mimetics inhibiting age-related superoxide in yeast | superoxide response (% of plate mean), % at 10 µM | 330,000 tested, 0.18% active | S. cerevisiae aged cells, superoxide DHE fluorescence; active compounds read low;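 active means superoxide response under a set limit, about three screen SD below normal, cut at about 65% in these data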;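 further: yeast aged for seven days with compound at 30 °C before DHE staining; 100% = average MFI of all compound-treated wells on the plate with controls excluded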
GLD-1 TGE inh = GLD-1-TGE RNA interaction inhibition (C. elegans); Q17339; purified GLD-1 + fluorescein TGE RNA, fluorescence polarization; inhibition, % at 5.96 µM; 320,000 tested, 0.44% active; AID 2280;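 active means percent inhibition above a per-plate cutoff, the plate mean of test compounds plus 3 SD, cut at about 30% in these data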;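 further: 0% = DMSO wells with GLD-1 and probe and 100% = wells lacking GLD-1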
Target sequence (Q17339 whole entry, looked up): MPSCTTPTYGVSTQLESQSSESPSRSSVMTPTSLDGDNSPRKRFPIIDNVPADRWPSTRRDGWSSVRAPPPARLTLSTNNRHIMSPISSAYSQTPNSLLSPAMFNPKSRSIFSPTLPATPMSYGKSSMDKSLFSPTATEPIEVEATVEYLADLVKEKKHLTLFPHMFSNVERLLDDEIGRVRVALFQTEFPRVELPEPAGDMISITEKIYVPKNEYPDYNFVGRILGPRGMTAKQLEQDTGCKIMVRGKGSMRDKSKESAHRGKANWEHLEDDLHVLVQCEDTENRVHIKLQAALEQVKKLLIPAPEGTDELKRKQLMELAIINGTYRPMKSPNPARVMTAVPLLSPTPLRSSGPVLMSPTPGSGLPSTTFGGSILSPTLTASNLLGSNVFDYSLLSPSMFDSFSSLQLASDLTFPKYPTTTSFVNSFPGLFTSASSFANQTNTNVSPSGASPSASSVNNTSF
MEX-5 binding = C. elegans MEX-5 TCR-2 RNA binding activity. Q9XUB2. MEX-5/FITC-TCR2 RNA binding, fluorescence polarization; active compounds read low. activity score (negative = inhibition of binding), % at 10 µM. 300,000 tested, 0.38% active;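 active means inhibition past about -25% in most replicates, and total fluorescence under double the plate's negative control median, limit read from the data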;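 further: 0% = DMSO and -100% = 5 µM competing unlabeled TCR2 RNA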
Target sequence (Q9XUB2 whole entry, looked up): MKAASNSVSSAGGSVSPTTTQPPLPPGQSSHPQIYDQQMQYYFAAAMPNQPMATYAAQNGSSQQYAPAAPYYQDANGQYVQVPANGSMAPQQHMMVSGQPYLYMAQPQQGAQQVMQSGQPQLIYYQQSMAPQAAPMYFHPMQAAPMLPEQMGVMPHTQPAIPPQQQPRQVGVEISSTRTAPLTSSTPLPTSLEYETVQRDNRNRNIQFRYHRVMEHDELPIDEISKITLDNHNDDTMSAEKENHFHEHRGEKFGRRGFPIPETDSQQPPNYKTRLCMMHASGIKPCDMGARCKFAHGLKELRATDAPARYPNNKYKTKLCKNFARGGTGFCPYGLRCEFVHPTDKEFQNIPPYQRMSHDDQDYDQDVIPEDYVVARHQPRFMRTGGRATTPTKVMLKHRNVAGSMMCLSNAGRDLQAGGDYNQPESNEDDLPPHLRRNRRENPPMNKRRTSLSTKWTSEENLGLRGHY
GRK2 aptamer HTS = human GRK2 inhibition via aptamer displacement | P25098 | bead flow cytometry, FAM-aptamer displacement from GRK2 | inhibition of aptamer binding, % at 10 µM | 330,000 tested, 0.59% active | AID 488847;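 active means inhibition of aptamer binding above 40%, roughly 3 SD of noise, on plates passing a quality check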;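 further: median bead fluorescence of bound FAM aptamer so fluorescent compounds give negative values; no value below 0 was filed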
The depositor's hits bear a star; · = no result given; & = joins results of further samples; [ ] = dose if it differs, or a comment.

SMILES | Bcl-xL primary | MCL1 BIM primary | GLD-1 TGE inh | Yeast superoxide | CIT2-GFP yeast | GRK2 aptamer HTS | VLA-4 inh | AGP1-GFP MLPCN | MEX-5 binding
CC1CCCCN1S(=O)(=O)c1ccc(C(=O)Nc2nnc(C3CC3)o2)cc1 (centres undefined) | 1.5 | 1.9 | 4.9 | 90.8 | 87.4 | 0.0 | 9.3 | 97.7 | 1.7
Cc1cnc(NC(=O)c2cc3c(C)nn(Cc4ccccc4Cl)c3s2)s1 | 3.0 | -4.9 | -3.5 | 98.7 | 100.9 | 1.0 | 3.0 | 97.5 | -0.8
CC(C)N(Cc1nc(-c2ccccc2)no1)C(=O)C(Cl)(Cl)Cl | -1.1 | -2.6 | -2.3 | 97.2 | 100.7 | 0.0 | 11.5 | 100.3 | 0.7
Cc1cc(C)nc(NS(=O)(=O)c2ccc(N)cc2)n1 | 9.3&4.8 | 8.4&5.2 | 6.8&-2.5 | 117.4&91.0 | 90.7&81.0 | 1.0&0.0 | 15.7&36.7 | 93.5&93.7 | -2.0
COc1ccc(OC)c2c1cc(C(=O)N[C@@H](C)C(=O)N[C@@H](C(=O)O)c1ccccc1)n2C | 6.4 | 0.9 | -6.7 | 109.9 | 106.2 | 2.0 | 4.9 | 103.1 | 0.2
CN(CCC#N)C(=O)COc1ccc(Br)cc1Cl | 1.7 | 8.2 | 6.2 | 115.1 | 102.6 | 1.0 | 0.0 | 108.9 | 0.9
CCCOc1ccccc1N/C(=N/c1nc(C)cc(C)n1)NC(=O)COc1ccc(OC)cc1 | 5.1 | -1.2 | -2.2 | 98.3 | 99.9 | 0.0 | 12.9 | 101.4 | 4.7
Cc1ccc(C)c(Cn2nnc3c(=O)[nH]c(C(=O)NCc4ccco4)nc32)c1 | 5.8 | 14.5 | 3.1 | 92.2 | 92.5 | 0.0 | -3.0 | 91.4 | 0.5
N#CCCn1c(-c2nonc2NC(=O)c2ccccc2Cl)nc2ccccc21 | 0.5 | -2.1 | 1.0 | 91.0 | 102.7 | 1.0 | 9.9 | 106.0 | -3.8
CC(=O)OCCNc1cc(Sc2nc3ccccc3[nH]2)c2nonc2c1[N+](=O)[O-] | 13.9 | 4.7 | 6.1 | 113.3 | 95.5 | 3.0 | 40.1 | 99.9 | -6.5
O=C(CN(C(=O)CCC(=O)Nc1nccs1)c1cccc(F)c1)NCc1ccc(F)cc1 | -0.7 | -6.5 | 10.1 | 100.1 | 100.2 | 1.0 | 11.1 | 102.2 | -2.2
Nc1cc(=O)[nH]c(SCc2ccc(Cl)cc2Cl)n1 | 1.3 | -1.4 | 2.3 | 97.3 | 100.8 | 0.0 | 13.0 | 72.7 | -1.4
O=C(O)Cn1cc(/C=C2\SC(=O)N(c3ccccc3)C2=O)c2ccccc21 | -0.6 | 2.2 | -7.6 | 98.9 | 88.6 | 1.0 | 5.4 | 86.0 | -1.3
CCOc1ccc(CN(C)C(=O)CNC(=O)C2CCCCC2)cc1 | 3.2 | 10.8 | -2.4 | 110.4 | 96.0 | 0.0 | -4.6 | 94.1 | 1.1
COC(=O)C(C)n1cnc2c(nnn2-c2cccc(OC)c2)c1=O (centres undefined) | 1.1 | -1.5 | 1.1 | 105.5 | 107.1 | 2.0 | 9.5 | 107.4 | 1.2
CCC(=O)Nc1sc(C(=O)Nc2ccccc2)c(C)c1C(=O)OC | -0.6 | -2.1 | 4.5 | 94.8 | 88.0 | 5.0 | 30.8 | 97.2 | 1.3
CCOc1ccc2c(c1)ncn2Cc1ccccc1 | 4.3 | 11.4 | -8.5 | 107.7 | 93.5 | 1.0 | 17.2 | 95.0 | -1.3
CCN(CC)CCSc1nc2ccccc2c(=S)n1-c1ccccc1 | 10.7 | 5.9 | 5.0 | 90.5 | · | 0.0 | 0.9 | 83.5 | -1.2
COc1cc2c(cc1OC)C(COc1ccc3c(C)cc(=O)oc3c1)N(C(=O)c1ccco1)CC2 (centres undefined) | 2.0 | 1.1 | 2.7 | 111.3 | 99.9 | 2.0 | 30.0 | 94.6 | -2.8
Cc1nnc2nc(-c3ccccc3)nc(-c3ccccc3)n12 | -3.0 | -8.1 | -3.2 | 95.7 | 94.0 | 5.0 | 2.1 | 73.3 | 0.8
COc1cc(C(=O)NCC(c2ccco2)N2CCc3ccccc32)cc(OC)c1OC (centres undefined) | 0.9 | 1.5 | -1.1 | 100.9 | 95.4 | 0.0 | 9.1 | 99.1 | -1.3
CCOCCCNC(=O)C(c1ccc(OC)cc1)N(Cc1cccs1)C(=O)c1ccccc1O (centres undefined) | 2.0 | -11.2 | 2.4 | 99.1 | 98.5 | 0.0 | 2.0 | 98.2 | 0.7
O=C1NC(=S)N/C1=C\c1ccc(N2CCOCC2)cc1 | -6.8 | -19.1 | -73.2 | 102.1 | 99.7 | 0.0 | -25.5 | 100.7 | -2.3
CCN(c1ccccc1)S(=O)(=O)c1ccc(Cl)c(NC(=O)CSc2nnc(C)s2)c1 | 1.1 | -1.4 | -1.1 | 90.7 | 96.9 | 0.0 | 9.6 | 98.2 | -5.2
Cc1cc(Cl)ccc1OCC(=O)Nc1ccccc1C(=O)N1CCOCC1 | 2.0 | 5.1 | 1.9 | 102.4 | 99.4 | 0.0 | -17.1 | 93.6 | -0.2

Going on with the list.
SMILES | Bcl-xL primary | MCL1 BIM primary | GLD-1 TGE inh | Yeast superoxide | CIT2-GFP yeast | GRK2 aptamer HTS | VLA-4 inh | AGP1-GFP MLPCN | MEX-5 binding
CCOc1ccc(Cl)cc1/C=N/NC(=O)CNC(=O)c1ccccc1 | 2.1 | -2.3 | 0.9 | 114.9 | 109.4 | 0.0 | 4.0 | 104.8 | 0.6
O=C(Cn1cnc2cc(Cl)ccc2c1=O)Nc1ccc2c(c1)OCO2 | 0.7 | -0.7 | -2.4 | 97.5 | 116.9 | 0.0 | 8.3 | 108.8 | 2.4
c1cncc(-c2ccnc3ncnn23)c1 | 7.0 | 1.8 | -2.6 | 78.4 | 93.9 | 0.0 | 4.1 | 97.6 | 0.2
Cc1cc(C)nc(NC(=O)c2ccc(C)o2)n1 | 11.1 | 5.6 | 4.8 | 96.0 | 100.2[may fluoresce green] | 2.0 | 14.1 | 104.3[may fluoresce green] | -1.1
CS(=O)(=O)Nc1ccc2c(c1)C(=O)OC2 | 4.4 | 3.0 | 1.0 | 106.7 | 105.6 | 0.0 | -6.4 | 100.3 | 0.6
COc1cccc(-c2noc(-c3cccs3)n2)c1 | 5.3 | 0.1 | -1.9 | 101.3 | 98.0 | 2.0 | -17.6 | 100.7 | -0.9
CC(C)C[C@@H](NC(=O)[C@H]1CCCN1C(=O)Cc1ccccc1)C(N)=O | 6.6 | 4.0 | -2.1 | 89.8 | 102.6 | 6.0 | 6.5 | 96.3 | 2.1
Cc1ccc(N2C(=O)C(Cl)=C(N3CCOCC3)C2=O)cc1Cl | 8.5 | -3.0 | -8.0 | 98.0 | 74.3 | 4.0 | 11.6 | 87.8 | 1.0
N#CC[C@H](Cc1ccccc1)N1CC[C@@H](NC(=O)OCc2ccccc2)CCC1=O | 0.9 | 8.0 | 6.2 | 109.5 | 68.4 | 0.0 | 2.8 | 77.0 | 2.9
COC(=O)c1ccc(-n2cncn2)c(F)c1 | 5.1 | 5.2 | 4.1 | 93.7 | 100.7 | 3.0 | 0.9 | 95.3 | -1.8
Cc1nc2cccc(C(=O)NC3CCCCC3)c2o1 | 5.7 | -3.8 | 4.8 | 102.9 | 90.0 | 3.0 | 6.5 | 99.3 | -2.4
Cc1cccc(CSc2cccc3cccnc23)c1 | 1.8 | -1.9 | 0.8 | 111.1 | 88.6 | 1.0 | -8.0 | 85.4 | 1.6
FC(F)(F)c1cccc(OCc2nnc3n2CCC3)c1 | 6.2 | 5.8 | 11.3 | 90.1 | 107.7 | 2.0 | 1.1 | 103.3 | -0.7
O=C(Cn1cnc2ccccc2c1=O)c1ccccc1 | -1.2 | -2.2 | 0.9 | 90.3 | 104.3 | 3.0 | 27.0 | 109.5 | -1.0
COc1cc(NC(=O)c2cccs2)c(C(=O)OCC(=O)NC(=O)NC(C)(C)C)cc1OC | 1.5 | 7.7 | -4.2 | 100.6 | 91.2 | 4.0 | -6.5 | 102.3 | 1.5
COc1cc(-c2nn3c(-c4cccc(C)c4)nnc3s2)cc(OC)c1OC | 4.8 | 1.9 | 1.7 | 108.2 | 98.5 | 2.0 | 5.1 | 97.2 | 1.1
COCCNC(=O)C1Nc2ccc(OC(F)(F)F)cc2C2C=CCC12 (centres undefined) | 6.9 | 7.2 | -3.1 | 95.5 | 87.8 | 1.0 | -1.3 | 93.3 | 0.3
CCn1cc(C(=O)NCc2cccs2)c(=O)c2ccc(C)nc21 | 2.5 | 3.2 | 3.0 | 92.2 | 96.5 | 0.0 | 2.4 | 98.2 | 0.7
CCCCSCc1ccc(C(=O)O)o1 | -3.6 | -9.3 | 2.3 | 95.7 | 99.9 | 0.0 | 1.2 | 101.0 | 1.2
O=C(CSc1nc2ccccc2s1)N1c2ccccc2Sc2ccccc21 | 6.7 | 3.3 | 6.9 | 96.6 | 96.3 | 0.0 | 5.2 | 101.4 | 0.4
CS/C(Nc1cc(Cl)ccc1Cl)=C(/C#N)C(=O)c1ccco1 | 7.8 | 54.3* | 0.6 | 80.6 | 91.2 | 1.0 | -8.0 | 94.7 | 0.7
O=C(Cc1ccccc1)NNC1CC(=O)N(c2ccc(Br)cc2)C1=O (centres undefined) | -0.4 | -2.9 | -2.5 | 117.2 | 93.5 | 0.0 | 10.6 | 96.8 | -0.8
CC(=O)NC(=O)COC(=O)c1ccc2ncsc2c1 | 9.3 | 3.5 | -3.7 | 101.9 | 92.8 | 1.0 | -1.2 | 91.2 | -0.6
COc1ccc(C2=Nn3c(nnc3-c3ccccc3OC)SC2)cc1OC | 0.8 | -0.8 | 2.9 | 106.2 | 110.7 | 0.0 | 10.4 | 102.9 | 2.0
COc1ccc(-c2cn3cccnc3n2)cc1NC(=O)CC(C)C | 2.0 | -0.3 | 9.0 | 104.2 | 107.1 | 2.0 | 3.5 | 103.6 | -1.7
Cc1c(Cl)cccc1NC(=O)c1cccc(OC(F)F)c1 | 9.5 | 8.9 | 6.9 | 92.5 | 87.6 | 4.0 | -5.8 | 90.4 | 0.3
COc1cccc2cc(C(=O)C3=C(O)C(=O)N(c4cc(C)on4)C3c3cccs3)oc12 (centres undefined) | -4.9 | -15.1 | 7.0 | 113.8 | 100.5 | 3.0 | -36.8 | 95.7 | 3.9
